D2 antag: antagonists of human D2 dopamine receptor | 340,000 compounds, 2% hits | inhibition, % at 10 µM | HEK293 TREx D2 cells, calcium flux, dopamine EC80 | AID 485344; in the data active means inhibition above about 30%; further: 0% is about no effect
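In this primary screen, negative modulation is detected by tracking calcium flux after an EC80 dopamine challenge in inducible HEK293 T-REx D2 cells preexposed to test compound for 180 s.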
D1 potentiator: human D1 dopamine receptor positive modulation; P21728; HEK293 TREx D1 cells, calcium flux, dopamine EC20 potentiation; potentiation, % at 10 µM; 360,000 compounds, 0.036% hits; AID 504651; in the data active means potentiation above about 30%; further: 0% is about no effect
Target sequence (P21728 whole entry, looked up): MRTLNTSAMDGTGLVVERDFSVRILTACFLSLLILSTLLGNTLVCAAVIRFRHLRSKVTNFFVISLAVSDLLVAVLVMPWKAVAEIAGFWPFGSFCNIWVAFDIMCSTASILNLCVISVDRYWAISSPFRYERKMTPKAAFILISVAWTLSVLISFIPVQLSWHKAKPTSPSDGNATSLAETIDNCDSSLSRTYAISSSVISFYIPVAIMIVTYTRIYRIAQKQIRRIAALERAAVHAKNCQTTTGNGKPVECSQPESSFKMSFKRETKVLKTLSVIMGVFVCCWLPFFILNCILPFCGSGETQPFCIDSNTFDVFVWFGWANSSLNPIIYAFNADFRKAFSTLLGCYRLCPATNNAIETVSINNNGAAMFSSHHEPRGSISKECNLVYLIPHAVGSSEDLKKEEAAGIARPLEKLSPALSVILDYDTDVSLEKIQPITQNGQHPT
TRHR enhancer: TRH receptor (human) allosteric enhancement. P34981. TRHR cells, fluo-8 calcium fluorescence, EC20 TRH enhancement. enhancement, % at 2 µM. 360,000 compounds, 0.66% hits. AID 493056; in the data active means enhancement above about 30%; further: 0% is about no effect
Target sequence (P34981 whole entry, looked up): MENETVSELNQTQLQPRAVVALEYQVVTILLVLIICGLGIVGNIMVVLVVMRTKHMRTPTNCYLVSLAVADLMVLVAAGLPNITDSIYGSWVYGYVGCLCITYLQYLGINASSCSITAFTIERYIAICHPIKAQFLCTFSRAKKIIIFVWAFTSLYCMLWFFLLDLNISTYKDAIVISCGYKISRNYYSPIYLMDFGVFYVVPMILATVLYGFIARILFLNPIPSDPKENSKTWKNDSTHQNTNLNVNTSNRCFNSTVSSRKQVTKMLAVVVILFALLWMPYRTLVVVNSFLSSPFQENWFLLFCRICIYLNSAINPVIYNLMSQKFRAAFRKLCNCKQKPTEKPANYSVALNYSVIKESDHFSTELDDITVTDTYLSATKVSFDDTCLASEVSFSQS
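Enhancer read-out: after compound pinning and an initial kinetic agonist-mode read, an EC20 of TRH (10 nM final) was injected and fluo-8 calcium signal (Ex 480/Em 530) followed at 1 s/cycle for 100 cycles in TRHR-expressing cells.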
D2 agonist: activates the human D2 dopamine receptor; P14416; HEK293 T-REx D2 cells, calcium flux agonist mode; activation, % at 2 µM; 340,000 compounds, 0.53% hits; AID 485358;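 active means activation over 3 SD above normal in the single-dose calcium agonist read, cut at about 30% in these data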; further: 0% is about no effect
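Tetracycline-induced HEK293 T-REx cells with force-coupled D2 receptor, plated overnight at 30 C, loaded with no-wash calcium dye. After a 10 s baseline, compound was pin-added and calcium flux read kinetically for 180 s; calcium rises flagged agonists.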
RXFP1 antagonist: antagonists of human relaxin receptor RXFP1; Q9HBX9; HEK293-RXFP1, relaxin-stimulated cAMP HTRF, 30 min; stronger effect = lower value; activity change, negative = inhibition, % at 57.5 µM; 350,000 compounds, 0.59% hits; AID 1259400;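 active means activity change of -60% or lower, but not beyond a set lower limit; inconclusive means change between -60% and -40%, or beyond the set limit; inactive means change above -40%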; further: on the % scale 0 is the no-effect control and ±100 the full control effect
D1 ag: agonists of human D1 dopamine receptor; P21728; HEK293 T-REx D1 cells, calcium flux, agonist mode; activation, % at 2 µM; 360,000 compounds, 1% hits; AID 504660; further: 0% is about no effect
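Agonism was scored from calcium flux recorded over 180 s (1 read/s) after pintool compound addition, following a 10-cycle baseline. Cells were inducible force-coupled HEK293 TREx D1, plated overnight at 30 C and loaded with no-wash calcium dye.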
TRHR ag: agonists of human TRH receptor; P34981; TRHR cells, calcium flux fluo-8, FDSS agonist mode; activation, % at 2 µM; 360,000 compounds, 0.18% hits; further: 0% is about no effect
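TRHR-expressing cells loaded with fluo-8 calcium dye; 23 nL library compound pin-transferred, kinetic FDSS fluorescence (Ex 480/Em 530) recorded about 180 s for agonist-induced calcium release, before a 10 nM TRH EC20 addition for potentiator mode.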
D2 PAM: positive allosteric modulators of human D2 dopamine receptor; P14416; HEK293 T-REx D2, calcium flux, EC20 dopamine potentiation; potentiation, % at 10 µM; 340,000 compounds, 0.34% hits; AID 485347;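 active means potentiation over 3 SD above the plate norm, cut at about 30% in these data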; further: 0% is about no effect
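Potentiation of an EC20 dopamine calcium response is measured in a force-coupled, tetracycline-inducible Hek293 Trex D2 line. Compound-only kinetic reads over 180 s flag agonists before dopamine addition.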
D1 antagonist: blocks dopamine activation of the human D1 receptor; HEK293 TREx D1 cells, calcium flux, dopamine EC80; stronger effect = lower value; activity change, negative = inhibition, % at 10 µM; 360,000 compounds, 3.2% hits; in the data active means activity change below about -30%; further: on the % scale 0 is the no-effect control and ±100 the full control effect
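After overnight tetracycline induction at 30 C, force-coupled D1 HEK293 cells took up a no-wash calcium dye at room temperature. Compounds were added and monitored 180 s, and the response to EC80 dopamine was then recorded.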
An asterisk follows results filed as active; ? = inconclusive; · = no result given. Unless noted, no stated cut-off is given here; in the data, active means activation above about 30%; inactive means the rest. Outcome played no part in choosing rows, and some 7.3% of all compounds hit somewhere here.

Key to letters: A = D2 antag; B = D1 potentiator; C = TRHR enhancer; D = D2 agonist; E = RXFP1 antagonist; F = D1 ag; G = TRHR ag; H = D2 PAM; I = D1 antagonist
O=C(Cn1cccc1C(=O)c1ccccc1)NCCC1=CCCCC1
  A = 7	B = 2	C = -5	D = -0.6	E = -7	F = 1	G = 0.1	H = ·	I = 4
Cc1ccc(S(=O)(=O)Nc2cc(S(=O)(=O)N3CCOCC3)ccc2NCC2CCCO2)cc1 (configuration not stated)
  A = -12	B = ·	C = 5	D = 0.6	E = -13	F = 2	G = 0.2	H = -12	I = 2
CCCc1c(C(=O)N/N=C/c2sccc2C)nnn1-c1nonc1N
  A = -18	B = -5	C = 2	D = 0.1	E = -13	F = 1	G = -0.3	H = 6	I = 4
Cc1cccc(C)c1Nc1nnc(SC/C(O)=C(\C#N)c2nc3ccccc3[nH]2)s1
  A = -8	B = 0	C = 2	D = 0.6	E = ·	F = 3	G = 1.1	H = 4	I = -22
Cc1nc(C(=O)NNC(=O)c2ccc(C(F)(F)F)cc2)cs1
  A = 2	B = -1	C = -3	D = 0.8	E = 12	F = 1	G = 1.2	H = -8	I = 4
CC(C)CN(C(=O)C(C)N1C(=O)c2ccccc2C1=O)c1c(N)n(Cc2ccccc2)c(=O)[nH]c1=O (configuration not stated)
  A = 0	B = -4	C = -6	D = -0.3	E = -13	F = -2	G = 0.5	H = 10	I = -1
CC(OC(=O)c1cc(Br)ccc1O)C(=O)Nc1ccc(S(=O)(=O)N2CCCC2)cc1 (configuration not stated)
  A = -10	B = -12	C = -6	D = -0.1	E = -6	F = 6	G = 0.9	H = 13	I = -20
Cn1cc(Br)c(-c2cccc(N3C(=O)CCCC3=O)c2)n1
  A = -2	B = 0	C = 4	D = 1.4	E = 2	F = 2	G = -0.5	H = 1	I = 5
Cc1cccc(C)c1N1CCN(CCn2c(=S)[nH]c3ccccc3c2=O)CC1
  A = 71*	B = -7	C = 22	D = 30	E = ?	F = 0	G = 0.5	H = -20	I = -8
CCc1ccc(NC(=O)N2CC=C(c3c[nH]c4ccccc34)CC2)cc1
  A = ·	B = 2	C = 11	D = -0.1	E = -1	F = 3	G = 0.3	H = -25	I = -19
CCCCCCOc1ccc(N2C(=O)CC(SCCN)C2=O)cc1 (configuration not stated)
  A = 6	B = -8	C = 6	D = -0.2	E = -11	F = 64*	G = 1.2	H = 6	I = -16
O=C(COc1cc(F)ccc1[N+](=O)[O-])Nc1ccc2c(c1)OCO2
  A = -28	B = ·	C = -5	D = -2.2	E = 2	F = 4	G = -0.1	H = 6	I = -17
CCCNc1c(NS(=O)(=O)c2ccc(C)cc2C)c(=O)oc2ccccc12
  A = ·	B = -3	C = -5	D = ·	E = 10	F = 1	G = -1.0	H = 1	I = -7
COc1cccc(-c2cc(C(=O)Nc3cnn(Cc4ccc(Cl)cc4Cl)c3)no2)c1
  A = ·	B = 1	C = -5	D = 6.7	E = -17	F = 7	G = 1.0	H = 2	I = 7
CN(/N=C/c1cc(Cl)cc(Cl)c1O)C(=S)NC(C)(C)C
  A = 2	B = -5	C = 1	D = 0.1	E = 2	F = 3	G = 0.2	H = 11	I = 0
Cc1nn(-c2ccccc2)c(-n2cccc2)c1C(=O)O
  A = 1	B = -9	C = 7	D = 1.1	E = -11	F = 1	G = 0.2	H = -21	I = -46*
COCCCn1c(Cc2ccccc2)nnc1SCC(=O)N1CCCCC1
  A = 11	B = -5	C = 29	D = 0.3	E = 0	F = 1	G = -2.5	H = 1	I = -12
CC(=O)Nc1ccc(OCC(O)CN2C(C)CCCC2C)cc1 (configuration not stated)
  A = -15	B = -3	C = 9	D = 0.8	E = 13	F = 0	G = 0.9	H = 9	I = 5
O=C(COc1ccc(F)cc1)N1CCc2ccccc2C1
  A = -10	B = 2	C = 4	D = -1.4	E = -7	F = 1	G = -3.0	H = 16	I = 6
CS(=O)Cc1cc(Sc2ccccc2)nc(-c2ccncc2)n1 (configuration not stated)
  A = 12	B = 2	C = -3	D = 0.0	E = -15	F = 2	G = 0.3	H = 5	I = -3
c1ccc(COc2ccc(CNCc3cccs3)cc2)cc1
  A = 6	B = 42*	C = 6	D = -0.7	E = -4	F = 129*	G = 0.2	H = 12	I = -7
Cc1cc(C(=O)N2CCCc3ccccc32)ccc1[N+](=O)[O-]
  A = -7	B = -5	C = 0	D = -0.2	E = 2	F = 3	G = -0.2	H = 0	I = -9
COc1ccc(CNC(=O)Cn2ncc3c([nH]c4ccccc43)c2=O)cc1
  A = ·	B = 2	C = 1	D = -0.5	E = 10	F = 1	G = 0.4	H = 3	I = 11
O=C(O)c1c2c(nc3ccc(F)cc13)CCC2
  A = -19	B = -4	C = -2	D = -0.6	E = 6	F = 0	G = 0.4	H = -1	I = -8
COc1ccc(-c2nonc2NC(=O)c2ccco2)cc1OC
  A = 8	B = 3	C = 0	D = 0.1	E = 7	F = 1	G = -0.2	H = -8	I = -37*

Reformatted with two lines to a compound: three of the compounds above.
The line under a structure holds: D2 antag | D1 potentiator | TRHR enhancer | D2 agonist | RXFP1 antagonist | D1 ag | TRHR ag | D2 PAM | D1 antagonist
- CC(OC(=O)c1cc(Br)ccc1O)C(=O)Nc1ccc(S(=O)(=O)N2CCCC2)cc1 (configuration not stated)
  -10 | -12 | -6 | -0.1 | -6 | 6 | 0.9 | 13 | -20
- Cc1nn(-c2ccccc2)c(-n2cccc2)c1C(=O)O
  1 | -9 | 7 | 1.1 | -11 | 1 | 0.2 | -21 | -46*
- COc1cccc(-c2cc(C(=O)Nc3cnn(Cc4ccc(Cl)cc4Cl)c3)no2)c1
  · | 1 | -5 | 6.7 | -17 | 7 | 1.0 | 2 | 7

Continued:
Key to letters: A = D2 antag; B = D1 potentiator; C = TRHR enhancer; D = D2 agonist; E = RXFP1 antagonist; F = D1 ag; G = TRHR ag; H = D2 PAM; I = D1 antagonist
Cc1ccc(NC(=O)CCn2cnc3onc(-c4ccc(F)cc4)c3c2=O)c(Br)c1
  A = ·	B = -5	C = -6	D = 0.8	E = -8	F = 5	G = 1.0	H = 4	I = 15
C=CCn1c(Oc2ccccc2)nc2c1c(=O)n(C)c(=O)n2C
  A = 10	B = 2	C = -3	D = -0.3	E = -5	F = 0	G = -0.2	H = 10	I = 6
CCOC(=O)N1CCC(NC(=O)c2ccc3snnc3c2)CC1
  A = -4	B = -3	C = 6	D = -1.4	E = 7	F = 1	G = 0.1	H = -8	I = 1
CCc1ccc(NC(=O)C(=O)NCC2CCCO2)cc1 (configuration not stated)
  A = 1	B = -8	C = -6	D = 5.5	E = 0	F = 0	G = -1.0	H = 0	I = -3
O=S(=O)(NC1=NCCC1)c1cccc(NS(=O)(=O)c2ccc(OC(F)(F)F)cc2)c1
  A = 19	B = -2	C = 5	D = 0.8	E = ·	F = 7	G = 0.0	H = 16	I = 10
Cc1cccc2cc3c(nc12)SC(=NCC1CCCO1)N(Cc1ccco1)C3 (configuration not stated)
  A = -33	B = 0	C = 1	D = 1.6	E = -20	F = -1	G = 0.6	H = 6	I = -2
CCOc1ccc(-c2c(C)n([O-])c3c([n+]2=O)CCCC3)cc1
  A = 5	B = 1	C = 1	D = -1.4	E = -6	F = 4	G = -1.0	H = 19	I = -6
CCCCN(C(=O)c1ccco1)c1nnc(-c2cc(OC)c(OC)c(OC)c2)s1
  A = -12	B = -12	C = -4	D = 0.9	E = -16	F = 5	G = -0.1	H = -1	I = -14
CCC(C)n1c(SCC(=O)Nc2cc(C(C)(C)C)nn2-c2ccccc2)nc2ccccc2c1=O (configuration not stated)
  A = -1	B = -6	C = -8	D = -0.6	E = -24	F = 4	G = 0.3	H = -2	I = -20
Cc1nc(-c2ccc3c(c2)OCCO3)cs1
  A = -17	B = 3	C = -3	D = -0.6	E = 1	F = 3	G = -0.2	H = 13	I = 0
O=C(Nc1nc2nccc(-c3ccccc3)n2n1)c1ccc(F)cc1
  A = -1	B = 1	C = 2	D = 0.9	E = -7	F = 3	G = 0.0	H = 27	I = 0
Cc1cc(OC(C)C(=O)NCC2CCC(C(=O)O)CC2)c2c(C)c(C)c(=O)oc2c1 (configuration not stated)
  A = -3	B = -7	C = 15	D = -0.4	E = ·	F = 2	G = -0.9	H = -6	I = 10
COC(=O)c1ccc([C@H]2CC(=O)O2)cc1
  A = -11	B = 4	C = -2	D = 7.4	E = ·	F = 0	G = 0.3	H = -20	I = -17
CCCOc1ccc(C(C)=O)cc1CSc1nc(O)cc(=O)[nH]1
  A = -13	B = -4	C = 7	D = 0.9	E = -1	F = 3	G = -0.7	H = 16	I = -18
COc1cc(=O)n(C)c2c(OCC3OC(C)(C)OC3(C)C)cccc12 (configuration not stated)
  A = 7	B = -5	C = -9	D = -0.4	E = ·	F = 1	G = -0.4	H = 12	I = 7
COc1ccc(Oc2coc3cc(OCC(=O)N4CCCCC4)ccc3c2=O)cc1
  A = 5	B = -3	C = 3	D = -0.1	E = ·	F = 6	G = 0.7	H = 2	I = 4
CCOC(=O)C1CCCN(S(=O)(=O)c2ccc3[nH]c(=O)oc3c2)C1 (configuration not stated)
  A = ·	B = 0	C = -2	D = -0.4	E = -14	F = 1	G = 0.1	H = -5	I = -41*
O=C(c1cc(-c2ccc(O)cc2)on1)N1CCN(c2ccc(F)cc2)CC1
  A = 14	B = -11	C = -1	D = -0.5	E = -10	F = 4	G = -0.2	H = 5	I = -10
COc1ccccc1OCCNC(=O)C1CC(=O)N(c2ccccc2OC)C1 (configuration not stated)
  A = -35	B = ·	C = 9	D = -0.5	E = 2	F = 5	G = -0.2	H = -13	I = 9
CCCN(CCC)C1=CC(=[N+]2CCCC2)CC(C)(C)C1
  A = -26	B = -2	C = 4	D = -0.2	E = -12	F = 1	G = -0.6	H = -14	I = -5
CCC(=O)Oc1cccc(C(=O)Nc2ccc(-c3nnc(-c4ccco4)o3)cc2)c1
  A = 3	B = -4	C = -3	D = 0.5	E = ·	F = 1	G = 0.3	H = -11	I = 1
COCCNC(=O)c1ccccc1NC(=O)CCSc1ccccc1
  A = 17	B = 2	C = -4	D = -0.6	E = -1	F = 2	G = 0.3	H = 2	I = -17
O=C(c1ccco1)N1CCN(CC2CC3C=CC2C3)CC1 (configuration not stated)
  A = 84*	B = -6	C = 5	D = 24	E = 11	F = 1	G = 0.8	H = ·	I = -7
O=C(Oc1cccc(OC(=O)N2CCCCC2)c1)N1CCCCC1
  A = 4	B = 5	C = 1	D = -0.3	E = -2	F = 2	G = -0.2	H = -1	I = -8

3 entries from above, sorted by their value in D1 ag, falling.
SMILES	D2 antag	D1 potentiator	TRHR enhancer	RXFP1 antagonist	D1 ag	TRHR ag	D2 PAM	D1 antagonist
O=C(c1cc(-c2ccc(O)cc2)on1)N1CCN(c2ccc(F)cc2)CC1	14	-11	-1	-10	4	-0.2	5	-10
COc1cc(=O)n(C)c2c(OCC3OC(C)(C)OC3(C)C)cccc12 (configuration not stated)	7	-5	-9	·	1	-0.4	12	7
COC(=O)c1ccc([C@H]2CC(=O)O2)cc1	-11	4	-2	·	0	0.3	-20	-17
